Screening results: PubChem, National Center for Advancing Translational Sciences (NCATS)
Integrin act MD – integrin-mediated muscular dystrophy alleviation activation. Potency, µM (doses to about 38.3 µM), inactives show top-dose activation, most hits filed as activators. 350,000 tested, 0.064% active. alpha7betagal myoblasts, beta-gal FDG fluorescence, 48 h;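 further: potency means the concentration at half of the fitted maximal effect; 100% = response of the positive control SU9516; nearly all actives have a fitted effect of over 60% in size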
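alpha7betagal+/- myoblasts (passage 13, 250/well) treated 48 h at 37C with compounds at 1:260 dilution of DMSO stock. Lysed, then beta-galactosidase activity read as FDG fluorescence (ex 480/em 540) after 30 min, with pre-read for autofluorescence.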
Menin-MLL TR inh – menin-MLL binding inhibition, Texas Red mutant peptide; O00255; Menin + Texas Red MLL mutant peptide, fluorescence polarization; Potency, µM (series often up to 61.6 µM), without a hit: at the highest dose FP activity change, negative = inhibition, most hits filed as inhibitors; 270,000 tested, 0.23% active; active means well fitted inhibition curve with a large enough effect in the polarisation, with a control signal flat, not every such curve was filed as active; inconclusive means small, poorly fitted or top-dose-only effect, or effect the other way, or a change in a side signal; inactive means no such curve, though single readings can be large or run the other way; the % refers to the polarisation; further: potency means the concentration at half of the fitted maximal effect; % of control where 0% means no effect; many of its hits are not listed in these tables
AT treatment – potential ataxia-telangiectasia treatment; Potency, µM (series often up to 57.5 µM), inactives show top-dose activation, usual class: activators; […] A-T fibroblasts, KAP-1 phosphorylation AlphaLISA; neocarzinostatin DNA damage 30 min before lysis; 320,000 tested, 0.19% active; AID 485349; further: potency means the concentration at half of the fitted maximal effect; % of control where 0% means no effect; nearly all actives have a fitted effect of over 45% in size
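ATM-like activity read as KAP-1 phosphorylation via AlphaLISA donor/acceptor antibody pairs after lysis and 6 hr at 25C. Cells were ATM-null patient fibroblasts ([…], hTERT), dosed 60 min, then exposed to the DSB inducer NCS for 30 min.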
Mito fusion yeast – inhibitors of mitochondrial division or activators of mitochondrial fusion. Potency, µM (top dose mostly 46.1 µM), inactives show at the top dose growth rescue (activation), actives largely listed as activators. AID 485298. S. cerevisiae fusion-defective mutant growth rescue, CellTiterGlo 48 h. 320,000 tested, 0.23% active;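 further: potency means the concentration at half of the fitted maximal effect; % of control where 0% means no effect; nearly all actives have a fitted effect of over 45% in size; temperature-sensitive fusion mutants such as fzo1-1 at 37 °C on non-fermentable ethanol glycerol medium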
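Luminescent cell viability in 1536-well qHTS format served as the measure of rescued growth in ts fusion-mutant S. cerevisiae cultured on non-fermentable YPEG for 48 hours at 37C.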
PTAP TSG101 blk – blocks PTAP/TSG101 interaction to inhibit HIV-1 budding; 340,000 tested, under 10 active; Fluorescence polarization, FITC-PTAP peptide / Tsg101 binding; Potency, µM (top dose mostly 115 µM), without a hit: at the highest dose activity change, negative = inhibition, most hits filed as inhibitors; active means well fitted inhibition curve with a large enough effect in the main read-out, with a control signal flat, not every such curve was filed as active; inconclusive means small, poorly fitted or top-dose-only effect, or effect the other way, or a change in a side signal; inactive means no such curve, though single readings can be large or run the other way; further: potency means the concentration at half of the fitted maximal effect; % of control where 0% means no effect
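Fluorescence anisotropy tracks displacement of a FITC-tagged PTAP peptide (50 nM) from the Tsg101 binding domain (10 uM), following a 20 min room-temperature incubation at pH 7.5.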
S-ASM inh – blocks human secretory acid sphingomyelinase; P17405; Potency, µM (doses to about 57.5 µM), inactives show top-dose activity change, negative = inhibition, most hits filed as inhibitors; placental ASM, HMU-PC fluorogenic substrate, 60 min; 340,000 tested, 0.006% active; further: potency means the concentration at half of the fitted maximal effect
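Human placenta-derived ASM enzyme was preincubated with compound for 10 minutes at room temperature, then given fluorogenic substrate HMU-PC0 (9 uM final) for 60 minutes at 37 °C; a pH 10 stop preceded fluorescence reading at Ex 386/Em 447 nm.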
TSHR antag – human thyrotropin receptor antagonism; AID 504810; TSHR-expressing cells, TSH-stimulated cAMP HTRF, 2 h; stronger effect = lower value; P16473; activity change, negative = inhibition, % at 11.5 µM; 330,000 tested, 0.2% active;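 active means activity change below a set negative limit, meaning inhibition stronger than a set level, cut at about -70% in these data; inconclusive means activity change between two set negative limits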; further: on the % scale 0 is the no-effect control and ±100 the full control effect
Target sequence (P16473 whole entry, looked up): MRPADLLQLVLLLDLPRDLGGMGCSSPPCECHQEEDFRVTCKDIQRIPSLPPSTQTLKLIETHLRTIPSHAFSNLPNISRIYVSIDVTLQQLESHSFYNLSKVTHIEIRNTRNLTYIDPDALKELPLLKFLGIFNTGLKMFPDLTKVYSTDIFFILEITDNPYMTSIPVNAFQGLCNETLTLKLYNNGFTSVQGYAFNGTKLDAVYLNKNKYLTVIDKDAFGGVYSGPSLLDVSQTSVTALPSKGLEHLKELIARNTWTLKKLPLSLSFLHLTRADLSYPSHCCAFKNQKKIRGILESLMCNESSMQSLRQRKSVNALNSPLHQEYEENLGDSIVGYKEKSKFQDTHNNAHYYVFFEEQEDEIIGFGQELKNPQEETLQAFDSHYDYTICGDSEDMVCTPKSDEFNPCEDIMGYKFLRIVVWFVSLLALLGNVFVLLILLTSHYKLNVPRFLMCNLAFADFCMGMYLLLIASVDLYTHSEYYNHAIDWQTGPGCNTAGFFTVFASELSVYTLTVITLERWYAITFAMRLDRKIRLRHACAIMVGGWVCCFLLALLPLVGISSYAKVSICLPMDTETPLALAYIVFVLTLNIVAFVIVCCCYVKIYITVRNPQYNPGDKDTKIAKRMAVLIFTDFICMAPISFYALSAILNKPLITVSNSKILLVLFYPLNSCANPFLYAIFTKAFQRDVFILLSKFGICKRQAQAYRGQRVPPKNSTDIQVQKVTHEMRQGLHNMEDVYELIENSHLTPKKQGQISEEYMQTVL
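Read-out is FRET at 665 nm (cryptate excitation 337 nm) from a cryptate-tagged anti-cAMP antibody, competed by cell cAMP against cAMP-d2. Compounds are tested on freshly harvested TSHR cells challenged with 4nM TSH (EC80) for 2 hours at 37 deg C.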
MLL CXXC-DNA inh – blocks binding of human MLL CXXC domain to DNA. Q03164. MLL-CXXC / FITC-HOXA9 DNA fluorescence polarization. Potency, µM (top dose mostly 115 µM), inactives show top-dose activity change, negative = inhibition, most hits filed as inhibitors. 290,000 tested, 0.037% active. AID 2662; active means well fitted inhibition curve with a large enough effect in the polarisation, with a control signal flat, not every such curve was filed as active; inconclusive means small, poorly fitted or top-dose-only effect, or effect the other way, or a change in a side signal; inactive means no such curve, though single readings can be large or run the other way; the % refers to the polarisation; further: potency means the concentration at half of the fitted maximal effect
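Fluorescence polarization: 7 uM MLL-CXXC (stock) preincubated 5 min with compounds, then 50 nM fluorescein-HOX-A9 DNA (stock) added; 30 min ambient. Buffer 50 mM Tris-HCl pH 7.5, 50 mM NaCl, 1 mM DTT, 0.05% BSA.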
MBNL1-CUG inh – blocks human MBNL1 binding to CUG repeat RNA; TR-FRET MBNL1-His/biotin-(CUG)12 binding, 665/545 ratio; Potency, µM (top dose mostly 57.5 µM), for the others: at the top dose activity change, negative = inhibition, usual class: inhibitors; 280,000 tested, 0.036% active; active means well fitted inhibition curve with a large enough effect in the signal ratio, with a control signal flat, not every such curve was filed as active; inconclusive means small, poorly fitted or top-dose-only effect, or effect the other way, or a change in a side signal; inactive means no such curve, though single readings can be large or run the other way; the % refers to the signal ratio; further: potency means the concentration at half of the fitted maximal effect; on the % scale 0 is the no-effect control and ±100 the full control effect
Target sequence (Q9NR56 whole entry, looked up): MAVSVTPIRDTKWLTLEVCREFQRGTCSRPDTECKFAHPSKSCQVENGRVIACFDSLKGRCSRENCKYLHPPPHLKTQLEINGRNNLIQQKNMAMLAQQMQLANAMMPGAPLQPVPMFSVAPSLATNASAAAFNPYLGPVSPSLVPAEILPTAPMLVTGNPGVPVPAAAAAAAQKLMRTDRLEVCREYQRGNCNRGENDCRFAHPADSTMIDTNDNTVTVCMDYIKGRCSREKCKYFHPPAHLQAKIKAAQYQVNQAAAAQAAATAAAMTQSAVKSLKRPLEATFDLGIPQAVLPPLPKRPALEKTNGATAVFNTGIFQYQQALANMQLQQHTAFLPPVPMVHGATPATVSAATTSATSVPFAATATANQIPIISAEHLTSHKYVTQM
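Ratiometric TR-FRET (665 over 545 nm, excitation 340 nm) tracks disruption of MBNL1-His/biotin-(CUG)12 complex after 60 min at room temperature, with compounds at 92 nM to 58 uM final.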
TCR act – activates T cell receptor signaling. AID 504894. primary human leukocytes, anti-CD3, IL-2 HTRF, 48 h. Potency, µM (series often up to 9.22 µM), without a hit: at the top dose activation of IL-2 secretion, most hits filed as activators. 330,000 tested, under 10 active; further: % of control where 0% means no effect
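Primary human leukocytes were stimulated with a-CD3 beads plus compounds for 48 hr without co-stimulation; secreted IL-2 was quantified by HTRF using a-IL-2-K (europium cryptate) and a-IL-2-d2, excited at 320nm with acceptor emission read at 665nm.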
* = called active by the depositor; ? = inconclusive; / = no result given; [ ] = dose if it differs, or a comment. Unless noted, the call rests on the fitted dose curve; in most records, active means well fitted curve in the direction sought with a large enough effect; inconclusive means small, poorly fitted or top-dose-only effect, or another doubt; inactive means no such curve, though single readings can be large; an effect the other way counts as inactive or inconclusive.

SMILES | TSHR antag | AT treatment | Mito fusion yeast | Menin-MLL TR inh | MLL CXXC-DNA inh | MBNL1-CUG inh | TCR act | Integrin act MD | PTAP TSG101 blk | S-ASM inh
NC(Cc1ccc2nonc2c1)C(=O)O (centres undefined) | 4.6 | 28.4% | 0.5% | 5.2% | 4.6% | ? | 1.6% | -24.2% | -1.8% | -1.0%
O=C(Nc1cc2c(cc1C(=O)O)OCCCO2)c1ccc(C(F)(F)F)cc1 | -23.1 | -0.6% | 12.2% | / | ? | 3.8% | -2.7% | -4.7% | 0.5% | 19.4%
CCOC(=O)[C@H]1[C@H]2COc3ccc(C)cc3[C@@H]2N2C(=O)[C@@H](CO)NC(=O)[C@@]12C | 4.7 | 14.6% | -8.6% | / | / | / | -2.5% | 0.0% | / | -2.2%
COc1ccc(C=CC(C)=NNC(=O)c2ccncc2)cc1 | / | / | / | / | / | / | 0.4% | -6.5% | -0.2% | -1.6%
COc1ccc(CSc2nnnn2-c2ccc(C(N)=O)cc2)cc1[N+](=O)[O-] | 4.9 | -4.5% | 5.8% | ? | 0.3% | 15.8% | 12.7% | 15.0% | -3.6% | -5.6%
O=C(NCc1ccco1)c1cccc(N2CCCC2=O)c1 | 5.2 | 3.1% | 0.3% | -12.2% | 2.2% | 3.9% | -1.7% | 15.1% | -4.3% | 2.0%
O=C(Cn1c(N2CCN(c3ccccc3)CC2)nc2ccccc21)c1ccccc1 | 3.8 | -4.6% | -3.4% | 4.1% | 8.2% | -1.7% | -3.6% | 4.8% | -0.6% | -1.3%
O=C(Cn1ccc2ccccc2c1=O)NCC(=O)N1CCN(c2ccccc2F)CC1 | 18.7 | 7.1% | 7.4% | 0.1% | 2.4% | -8.7% | -7.3% | 0.0% | -3.2% | 2.8%
COc1ccc(Br)cc1C(=O)Nc1cccc(C)c1C | -1.9 | -0.2% | 3.6% | 13.2% | 1.2% | -8.9% | 0.5%[46.1 µM] | 19.1% | -4.6% | 3.1%
CCC1Oc2ccccc2N(CC(=O)N2CCOCC2)C1=O (centres undefined) | -2.8 | 6.2% | 7.0% | -6.7% | -4.5% | -1.3% | -2.0% | 9.0% | -4.2% | -3.3%
COc1cc(C(=O)NCC(=O)Nc2ccc(F)c(F)c2)ccc1OCC(=O)N1CCOCC1 | 5.8 | -2.5% | -4.5% | / | / | / | / | -10.2% | -2.5% | -1.3%
O=C1c2ccccc2C(=O)N1CCCCN(C(=O)c1cc([N+](=O)[O-])cc([N+](=O)[O-])c1)c1ccc(Cl)cc1 | -7.1 | -4.2% | -2.5% | -8.3% | -4.1% | / | 3.7%[46.1 µM] | -4.2% | -4.2% | -2.0%
O=C(C1CC1)N1CCCC(c2ccc(Cl)cc2)=N1 | -7.8 | 4.5% | 2.8% | -1.7% | -5.5% | 10.2% | 1.8% | -23.7% | -2.0% | -1.2%
CC(=O)Nc1ccc(NC(=O)CSc2nnc(C)c(=O)[nH]2)cc1 | 14.1 | -1.7% | 4.0% | 15.3% | 6.2% | -0.2% | 6.0% | -29.1% | -1.9% | 6.2%
O=C(COC(=O)c1cc2ccccc2o1)c1ccccc1 | 14.9 | 2.9% | -2.7% | 12.2% | -2.4% | 2.6% | -20.6% | 7.7% | -5.9% | 5.1%
Cc1cc(C)cc(NC(=O)C2(c3ccccc3)CC2(Cl)Cl)c1 (centres undefined) | -1.0 | 4.7% | -1.8% | 4.1% | 6.1% | -7.3% | -2.5% | -21.8% | -5.7% | -9.2%
CCOc1ccc(NC(=O)CN(C)C(=O)c2ccc(N3CCCCCC3)c([N+](=O)[O-])c2)cc1OCC | -0.5 | -1.8% | 1.3% | / | / | / | -4.4% | 0.0% | -5.8% | /
CCCC(=O)Nc1ccc2oc(=O)ccc2c1 | 9.4 | 2.8% | 6.1% | -0.6% | -0.5% | 11.8% | 1.1% | 9.9% | -0.5% | 7.8%
O=C(CN1CCN(c2ccc(F)cc2)CC1)NCc1cccs1 | 8.1 | 0.4% | 7.8% | -1.1% | 11.9% | 3.1% | 11.1% | 5.9% | -2.7% | 1.4%
Cn1c(SCC(=O)N2CCOCC2)nnc1-c1cccc(NC(=O)c2ccccc2)c1 | 1.4 | -0.1% | 1.1% | 5.5% | -2.6% | 2.7% | -3.3% | -7.0% | -1.6% | 2.3%
O=C(NCc1ccc2c(c1)OCO2)c1cccs1 | -14.4 | 9.4% | -6.3% | 5.7% | -7.4% | 1.7% | 0.6% | 12.6% | -11.5% | 4.6%
CCOC(=O)CC1C(=O)NCCN1S(=O)(=O)c1ccc(Cl)c(Cl)c1 (centres undefined) | -7.8 | 1.9% | -1.1% | -13.5% | -10.6% | -7.3% | -7.2% | -1.1% | -6.8% | 0.5%
O=[N+]([O-])c1ccccc1COc1ccc(Cl)c2cccnc12 | -2.9 | 13.3% | 4.1% | -14.9% | ? | 0.3% | 2.9% | -32.8% | 2.6% | 2.0%
Cc1cc(C(=O)OCC(=O)Nc2ccc(S(N)(=O)=O)cc2)c2ccccc2n1 | 29.0 | -12.4% | -6.1% | 23.6% | 0.6% | ? | -0.5% | ? | -3.5% | -2.0%
Fc1ccc(C2=Nc3cccc4cccc(c34)N2)cc1 | -2.2 | 3.1% | -4.2% | ? | -2.9% | -3.2% | 1.6% | -4.2% | -12.2% | -5.0%
CC(NC(=S)Nc1ccc(Cl)cc1)C(c1ccccc1)N1CCOCC1 (centres undefined) | 1.1 | 6.9% | -0.2% | 5.8% | 0.2% | -12.4% | 1.0%[46.1 µM] | -25.8% | -1.4% | 4.8%
CCOc1ccc(N2C(=O)CN(O)C=C3N=c4ccccc4=C32)cc1 | -8.7 | 2.7% | 8.2% | ? | 4.7% | / | / | / | / | /
COc1ccc(CNC(=O)COC(=O)c2ccccn2)cc1 | -0.9 | -6.8% | 2.2% | -9.5% | -5.4% | -7.3% | 4.2% | 11.5% | -4.0% | 0.4%
Cc1[nH]c2ccccc2c1C(=O)COC(=O)c1ccc2c(=O)n3c(nc2c1)CCC3 | 6.2 | 2.4% | 1.6% | 0.7% | 11.9% | 0.7% | 6.3% | 22.8% | -5.1% | 24.2%
CCOC(=O)c1csc(-c2ccc([N+](=O)[O-])cc2)n1 | 17.9 | 4.5% | 5.0% | 21.4% | -2.9% | ? | -0.4% | 0.0% | -2.6% | 2.6%
CC1Cc2ccccc2N1C(=O)CN1CCN(S(=O)(=O)c2cccs2)CC1 (centres undefined) | 3.4 | -7.3% | 8.0% | / | / | / | 4.4% | 10.2% | 24.0% | 2.5%
COCCn1nnnc1C(C(C)C)N1CCC(Cc2ccccc2)CC1 (centres undefined) | -24.3 | 2.0% | 3.8% | 1.6% | 22.6% | 3.0% | / | 17.3% | 2.3% | 6.7%
O=C(Cc1ccc(NC(=O)C2CCN(C(=O)C3CCCCC3)CC2)cc1)Nc1ccc(C(=O)N2CCOCC2)cc1 | / | / | / | / | / | / | 5.7% | -3.9% | 0.5% | 3.6%
COc1cc(/C=C/C(=O)OCC(=O)Nc2oc(C)c3c(C)n[nH]c(=O)c23)ccc1OC(F)F | 3.2 | -11.3% | -3.9% | / | / | / | 2.6% | -10.8% | -1.0% | -1.0%
C=C(C)CNC(=S)/N=c1\scc(C)n1CC | -0.8 | -4.7% | -4.3% | 0.1% | 3.7% | -5.1% | -2.1%[46.1 µM] | -50.4%[inhibitor] | -3.8% | -2.8%
CC(C)(C)C(=O)[C@@H]1[C@@H]2C(=O)N(c3ccc4c(c3)OCCO4)C(=O)[C@@H]2C2c3ccccc3C=CN21 (some centres undefined) | 7.5 | 0.3% | 1.4% | ? | -1.3% | 15.6% | 5.3% | -0.5% | -2.7% | -3.4%
C=CCN1C(=O)C(CC(=O)O)SC1=Nc1ccc(N=Nc2ccccc2)cc1 (centres undefined) | -20.0 | -5.7% | 1.5% | 69.3%[activator] | -5.9% | ? | -1.2% | 17.4% | -11.9% | -18.8%
Cc1ccc(C(=O)C(C)Oc2ccc3ccc(=O)oc3c2)cc1 (centres undefined) | 5.3 | -7.4% | -1.8% | / | -12.0% | -2.6% | 6.5% | 27.4% | -1.3% | 63.0%[activator]
COCCCn1c(=O)c2sccc2n(Cc2cccc(F)c2)c1=O | 49.8 | 3.3% | 7.7% | -29.3% | 11.7% | -6.1% | / | 27.0% | -4.6% | 1.6%
COc1ccc(/C=N/Nc2cc(OC)ncn2)cc1 | 15.1 | -2.2% | -5.3% | 8.1% | 11.3% | 18.5% | -4.1%[46.1 µM] | 5.3% | -1.1% | 0.3%

The list is partial; rates above refer to the full screens.
